# Compound activity (PubChem BioAssay)
# sdo1 growth = sdo1-depleted yeast growth rescue; S. cerevisiae sdo1-depleted JHY4D growth rescue, OD600 30 h; hits give high values; pdr5 snq2 efflux-pump mutant strain; z-score at 10 µM; 140,000 compounds, 0.21% hits; AID 817;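 active = z-score above 3 at both the 24 hr and the 30 hr optical density reads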;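 also: z-score against mean and SD of all compound wells on the same plate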
# INS promoter inh = TRM-6 insulin promoter activity inhibition | TRM-6 cells (human fetal islet line), insulin promoter-eGFP reporter, imaging; reporter expression induced with tamoxifen | inhibition, % at 2 µM | 130,000 compounds, 0.9% hits;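 active = inhibition above the mean plus 3 SD, with well images judged a real hit on visual review, cut at about 60% in these data, passing the limit was not always enough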
# sdo1 growth Rescue 24 h = second read-out of sdo1 growth, no call of its own (marks repeat the call); z-score; S. cerevisiae sdo1-depleted JHY4D growth rescue, OD600; measured here: growth rescue at 24 h;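 0 is the plate mean of compound wells and units are plate SD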
# * marks the source's active call; other numbers are inactive results; i = inactive; . = not tested or not shown.
SMILES,sdo1 growth,sdo1 growth Rescue 24 h,INS promoter inh
Cc1cc(C)nc(N(C#N)S(=O)(=O)c2ccccc2Cl)n1,0.69,0.43,-400
CC(=O)Nc1ccccc1C(=O)N1CC(C)OC(C)C1 (stereo unspecified),1.7,1.6,55
O=[N+]([O-])c1ccc(/C=N/Nc2ccc3ccccc3c2)o1,0.14,2.7,i
CC(=O)N/C(=C\c1ccccc1)C(=O)OCC(=O)NC(C)C12CC3CC(CC(C3)C1)C2 (stereo unspecified),-0.44,-0.26,31
CCN=C1Cn2c(nc3scc(-c4ccccc4)c3c2=O)CN1CC,0.21,0.68,.
O=C(N/N=C/C(Cl)=C\c1ccccc1)c1cnccn1,0.74,1.2,-12
CCCOc1ccc(-c2nc(C#N)c(N3CCN(CC)CC3)o2)cc1,-0.47,0.16,.
CCOC(=O)N1CCC(N(CCN(C)C)C(=S)Nc2ccccc2OCC)CC1,.,.,-64
C/C=C/Cn1c(N2CCCCCC2)nc2c1c(=O)[nH]c(=O)n2C,-0.04,-0.16,.
Cc1cccc(COCC(Cc2ccccc2)N2CCN(C(=O)c3ccc(Cl)c(Cl)c3)CCC2=O)c1 (stereo unspecified),-1.1,-0.83,-32
O=C1CC(N2CCN(S(=O)(=O)c3ccc(Cl)cc3)CC2)C(=O)N1CCc1ccccc1 (stereo unspecified),-0.35,0.36,-10
CC(C)Oc1ccc(/C(O)=C2/C(=O)C(=O)N(Cc3cccnc3)C2c2ccco2)cc1 (stereo unspecified),1.1,0.53,4
CCn1c(=O)[nH]c2cc(C(=O)N3CCN(c4ccccc4)CC3)ccc2c1=O,0.06,-0.37,-136
COc1ccc(/C=N/NC(=O)c2cc(C34CC5CC(CC(C5)C3)C4)[nH]n2)cc1OC,-0.4,-0.6,.
O=C(NC1CCCCC1)c1c2c(nc3ccccc13)CCC2,.,.,-26
COc1ccc(-c2nnc(NC(=O)c3ccc(F)cc3)o2)cc1,0.11,-0.16,.
CC(C)(C)NC(=O)c1cccc(NC(=O)CSc2ccccc2)c1,0.4,0.25,10
Cc1noc(C)c1COC(=O)C1(c2cccc(F)c2)CCCC1,-1.6,-1.8,.
O=C1C(Cl)=C(N2CCCCC2)C(=O)N1Cc1ccccc1,0.26,0.02,16
CNC(=S)N1CCN(c2ccc(OC)cc2)CC1,0.94,1.2,-13
CCCC(=O)Oc1ccccc1C1SCc2cc(C)c(C)cc2CS1,-1.2,-0.51,.
COc1ccc(C2C(C(=O)N3CCCC3)c3cc(OC)c(OC)cc3C(=O)N2C)cc1OC (stereo unspecified),1.1,0.85,6
COc1ccccc1NC(=O)c1nn(-c2cccc(C(F)(F)F)c2)ccc1=O,7.2*,3.8*,-74
S=C(Nc1ccc(Br)cc1)NC1CCCC1,-0.78,-0.53,-40
CC(C)Cc1nc(N2CCOCC2)c(C#N)c2c1CCC2,0.58,0.62,0
O=C(NC1CCCC1)c1cc(-c2cccs2)on1,-0.29,0.33,41
COc1ccc(C2C3=C(CCCC3=O)Nc3nc(C(F)(F)F)nn32)cc1OC (stereo unspecified),-1,-1.3,30
Cc1sc2nc(CN(Cc3cccs3)C(=O)NC3CCCCC3)[nH]c(=O)c2c1C,-0.73,-0.07,-19
CCOC(=O)CC1C(=O)NCCN1C(=O)COc1ccc(Br)cc1C (stereo unspecified),-0.34,-0.91,-63
O=c1[nH]c(Cc2ccccc2)nc2scc(-c3ccccc3)c12,-0.85,-0.76,1
Cc1cc(C)n(-c2ccc(C(=O)OCC(=O)Nc3ccc([N+](=O)[O-])cc3)cc2)n1,-1.3,-0.96,.
CCCC[n+]1ccn(C2=C([O-])c3ccccc3C(=O)/C2=N\S(=O)(=O)c2ccccc2)c1,0.64,0.32,-14
C/C(Cl)=C/Cn1c(NCCN(C)C)nc2c1c(=O)n(C)c(=O)n2C,0.96,0.29,7
Cc1onc(-c2c(F)cccc2Cl)c1C(=O)NNC(=O)C1CCN(Cc2ccccc2)CC1,.,.,-7
C=CCn1c(P(=O)(O)c2ccccc2)nc2ccccc21,0.6,-0.44,33
NC(=O)C1CCCN(C(=O)NC2CCCCC2)C1 (stereo unspecified),0.36,-0.52,-310
O=C1CCCC2=C1C(c1ccc(Cl)cc1)n1c(s/c(=C\c3ccc4ccncc4c3)c1=O)=N2 (stereo unspecified),-0.95,-0.06,-18
CCCn1c(=N)n(CC(=O)C(C)(C)C)c2ccccc21,0.08,0.06,.
O=C(NN1CCCCC1)c1cccc2ccccc12,.,.,-84
CC1=C(C(=O)OC(C)C)C(c2ccccc2)NC(=S)N1C (stereo unspecified),-0.21,-0.52,.
Cc1ccc(S(=O)(=O)CCC(=O)Nc2nc3c(s2)CCCC3)cc1,-0.11,-0.38,50
Cc1c(Nc2ncnc3c2cnn3-c2ccccc2)c(=O)n(-c2ccccc2)n1C,0.46,0.94,10
Cc1nn(Cc2ccc(Cl)cc2)c(C)c1NC(=O)CCCn1nc(C)c([N+](=O)[O-])c1C,-0.17,-0.48,-44
Nc1nc2ccc(C(=O)NC3CCCCC3)cc2s1,0.14,-0.32,.
Cc1cc(NC(=O)c2ccccc2Cl)c(C(C)C)cc1O,-0.87,-1.4,-14
CC1(C)Oc2cc(N)c([N+](=O)[O-])cc2O1,1.8,3.3,-70
Cc1nc2sc3c(c2c(=O)o1)CC(C)(C)OC3,2.4,3.7,14
O=C(c1ccc(=O)[nH]c1)N(Cc1cccs1)C1(C(=O)NC2CCCC2)CCCCC1,1.7,1.5,-60
COc1cccc(C(=O)N(Cc2ccccc2)Cc2cc3cc4c(cc3[nH]c2=O)OCCO4)c1,-0.87,-0.92,60
CCOC(=O)Cc1c(C)c2c(C)nn(-c3ccccc3)c2oc1=O,-0.18,0.06,-54

# 4 compounds from above, ordered by the value under INS promoter inh, lowest first:
SMILES,sdo1 growth,sdo1 growth Rescue 24 h,INS promoter inh
O=C(c1ccc(=O)[nH]c1)N(Cc1cccs1)C1(C(=O)NC2CCCC2)CCCCC1,1.7,1.5,-60
Cc1c(Nc2ncnc3c2cnn3-c2ccccc2)c(=O)n(-c2ccccc2)n1C,0.46,0.94,10
Cc1nc2sc3c(c2c(=O)o1)CC(C)(C)OC3,2.4,3.7,14
Cc1ccc(S(=O)(=O)CCC(=O)Nc2nc3c(s2)CCCC3)cc1,-0.11,-0.38,50

# Remaining list, next part
SMILES,sdo1 growth,sdo1 growth Rescue 24 h,INS promoter inh
Cc1ccc(C(=O)N(CCCN(C)C)c2nc3ccc(Cl)cc3s2)cc1C,.,.,-29
N#Cc1c(-c2ccc(F)cc2)nc2n(c1=O)CCS2,-0.68,-0.87,20
COc1ccccc1C(=O)N/C(=C/c1ccccc1)C(=O)Nc1ccc(C(=O)O)cc1,.,.,14
O=c1cc(CSc2nnc(Nc3ccccc3)s2)nc2sccn12,0.38,1.4,-38
O=C1C=C(Nc2ccc(O)cc2)CC(c2ccco2)C1 (stereo unspecified),2,2.5,-133
Cn1c(=O)cc(OCCCC(=O)N2CCN(c3ccccn3)CC2)c2ccccc21,0.33,-0.26,-20
COc1ccc(-n2c(C)cc(C(=O)COc3ccc(C)nc3[N+](=O)[O-])c2C)cc1,0.5,1.5,-26
Oc1ccc2ccccc2c1/C=N/Nc1nnc(-c2ncc[nH]2)c2ccccc12,-1.8,-1.1,5
Cc1ccc(C)c(S(=O)(=O)Nc2ccc3sc(C)nc3c2)c1,-1.4,-0.9,5
COc1ccc(N2C(=O)C(Cl)=C(N(CCO)Cc3ccccc3)C2=O)cc1,-1.4,-1.6,-27

# Next part, starting with the last 3 of the part before.
SMILES,sdo1 growth,sdo1 growth Rescue 24 h,INS promoter inh
Oc1ccc2ccccc2c1/C=N/Nc1nnc(-c2ncc[nH]2)c2ccccc12,-1.8,-1.1,5
Cc1ccc(C)c(S(=O)(=O)Nc2ccc3sc(C)nc3c2)c1,-1.4,-0.9,5
COc1ccc(N2C(=O)C(Cl)=C(N(CCO)Cc3ccccc3)C2=O)cc1,-1.4,-1.6,-27
COc1cc(SC)ccc1C(=O)Nc1ccc(S(=O)(=O)N2CCCC2)cc1,0.09,1.5,.
CCN1CCCC1CNC(=O)c1cn(CC)c2ccc(S(=O)(=O)N3CCCCCC3)cc2c1=O (stereo unspecified),0.23,0.28,.
CCNC(=S)NNc1nc(N2CCOCC2)nc(N2CCOCC2)n1,.,.,22
Nc1ccc(Oc2ccc(Br)cc2)cc1,-1.9,-2,-26
O=S(=O)(O)c1nnc2sc3ccccc3n12,0.4,-0.35,.
Cc1cc(C(=O)Nc2ccccc2C#N)n(-c2ccccc2)n1,0.44,0.41,.
Cc1nc2ccccc2n1Cc1n[nH]c(=S)n1-c1ccc(Cl)cc1,0.76,0.3,7
CCOC(=O)C1C(=O)N(C(=O)c2cncc(Br)c2)CC1c1ccccc1 (stereo unspecified),0.17,-0.3,.
C=CCOc1ccc(/C=C/C(C)=N\O)cc1,-1.4,-1.2,-9
Cc1ccc(NC2=CC(=O)C(=O)c3ccccc32)cc1,-1.8,-1.2,-24
O=C(CSCc1c(Cl)cccc1Cl)NCc1cccnc1,0.75,-0.35,-32
Nc1nnc(CSCc2ccccc2)s1,-0.64,-1.1,-35
NS(=O)(=O)c1cc2c(cc1Cl)NC(C(Cl)Cl)NS2(=O)=O (stereo unspecified),0.04,-0.55,18
O=C1c2cccc3cccc(c23)C(=O)N1OS(=O)(=O)c1ccc(Cl)cc1,-0.73,-0.07,.
O=C(CSc1nnc(-c2cccnc2)s1)Nc1ccnc2ccccc12,0.19,-1.3,.
Cc1ccc(-n2nc3cc(Cl)c(NC(=O)c4ccco4)cc3n2)cc1,0.58,2.2,42
Cc1nc(NCCN2CCOCC2)c2oc3ccccc3c2n1,-0.84,-1.9,57
O=C(Nc1ccc(Cl)cc1)Nc1nnc(CSCc2ccc(Cl)cc2)s1,-0.32,-0.15,.
O=C(N/N=C/c1cccs1)c1cccc(NC(=O)c2ccccc2Cl)c1,-1,-1.1,-13
CN(C)Cc1c(O)ccc2occ(C(O)c3ccccc3)c12 (stereo unspecified),0.62,-0.04,.
CCOc1ccc(OCc2cccc(C(=O)O)c2)cc1,0.5,0.14,.
CC(C)C(=O)O/N=C(\N)c1ccccn1,0.77,0.74,0
Cc1cc(C)n(CC(O)Cn2c3ccc(Cl)cc3c3cc(Cl)ccc32)c(=O)n1 (stereo unspecified),-2.1,-1.5,-17
O=C(Nc1ccc2nn(-c3ccccc3)nc2c1)c1ccco1,-2.4,-1.4,-77
C=CCc1ccccc1OCC(=O)N/N=C/c1ccc(OC(C)=O)cc1OC(C)=O,-0.38,-1.2,.
Cc1nc2ncnn2c(C)c1CCC(=O)N1CCOCC1,5.1*,5.2*,.
C=CCC(NCCCO)c1cccc(OC)c1OC (stereo unspecified),1.2,1.3,23
COC(=O)C1=C(C)Nc2ncnn2C1c1ccc(OC(=O)c2ccccc2)cc1 (stereo unspecified),0.85,1.1,-33
COCc1cc(Sc2ccc(Cl)cc2)nc(-c2ccccc2)n1,-0.66,-0.67,7
O=C(NCc1ccccc1)c1cnc(-c2ccccn2)nc1C(F)(F)F,0.34,-0.56,9
O=C(O)c1ccccc1SCc1ccc2c(c1)OCO2,-0.24,-0.36,14
CCC(=O)Nc1nc2c(s1)COc1ccccc1-2,1,0.92,.
CN1/C(=C\P(=O)(N(C)C)N(C)C)C(C)(C)c2ccccc21,-0.33,-0.64,.
O=C(N[C@@H](c1ccccc1)[C@@H]1C[C@H]1C(=O)O)OCc1ccccc1,1.1,2.3,19
Cc1cc(C)c(C)c(S(=O)(=O)N2CCN(C(=O)c3cc(=O)[nH]c4ccccc34)CC2)c1C,1.4,1.7,21
COc1ccc(CCN2C(=O)C(O)=C(C(C)=O)C2c2ccccc2OC)cc1OC (stereo unspecified),1.5,1.4,.
Cc1ccc2c(c1)C(C)CC(C)(C)N2C(=O)NC1CCCCC1 (stereo unspecified),0.05,-1.2,27
Cc1ccc(NC(=O)CN(C)C(=O)CSc2nc3ccccc3c(=O)n2Cc2ccco2)cc1,-0.45,-0.32,-12
CSCCC(Nc1ccc(S(=O)(=O)N2CCOCC2)cc1[N+](=O)[O-])C(=O)OCC(=O)NCC(C)C (stereo unspecified),0.63,-0.12,0
CN(C)S(=O)(=O)c1cccc(C(=O)NC2CCCc3ccccc32)c1 (stereo unspecified),-0.22,-0.13,0

# Profiles as entered above. Order of values: sdo1 growth, sdo1 growth Rescue 24 h, INS promoter inh
# Cc1nc2sc3c(c2c(=O)o1)CC(C)(C)OC3 is entered as 2.4, 3.7, 14
# COc1cc(SC)ccc1C(=O)Nc1ccc(S(=O)(=O)N2CCCC2)cc1 is entered as 0.09, 1.5, .

# Next entries follow:
SMILES,sdo1 growth,sdo1 growth Rescue 24 h,INS promoter inh
O=C1c2ccccc2C(=O)N1CCCCSc1nnc2c(Cl)cc(Cl)cn12,-1.4,-1.2,0
COc1ccccc1C(=O)Nc1ccc(Oc2ncnc3sc(-c4ccccc4)cc23)cc1,-1.3,-0.14,-5
O=C1CN(S(=O)(=O)c2ccc(F)cc2)CC(=O)N1CCc1ccccc1,-0.17,-0.31,-30
Cc1ccc(NC2CC(=O)N(c3ccc(C)cc3)C2=O)cc1 (stereo unspecified),-0.16,-0.83,10
O=C(O)C1CCCN1C(=O)Oc1ccccc1 (stereo unspecified),0.22,-0.5,.
Nc1ccc2nc(-c3cccs3)[nH]c2c1,0.53,0.56,9
COc1cc2nc(N3CCNCC3)nc(N)c2cc1OC,0.56,0.57,-141
Cc1ccc(C(=O)Nc2oc(-c3ccccc3)cc2C#N)cc1,0.43,0.45,14

# An excerpt (hit frequency here may not be typical).
